Pol iota inh: blocks human DNA polymerase iota activity; Q9UNA4; Pol iota fluorescent replication assay, 10 min; Potency, µM (series often up to 115 µM), for the others: top-dose activity, negative = inhibition, most hits filed as inhibitors; 390,000 compounds, 1% hits; AID 588590
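Pol iota at 10 nM preincubated 15 min with compounds at room temperature; reaction started with fluorescent substrate, 50 nM final. Fluorescence read kinetically at 0 and 10 min; buffer-only wells as negative control.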
POLK inh: inhibitors of human DNA polymerase kappa; purified Pol kappa, fluorescent DNA synthesis assay, 10 min; Potency, µM (top dose mostly 107 µM), for inactives: top-dose activity, negative = inhibition, most hits filed as inhibitors; 400,000 compounds, 0.53% hits; note: % is set by controls: 0 for no effect and ±100 for the full control effect
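Here, compound and 10 nM enzyme are combined for 15 min at room temperature; adding 50 nM substrate (final) starts DNA synthesis, tracked by fluorescence at 0 and 10 min against buffer-only wells.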
G9a block: G9a (human) methyltransferase inhibition; G9a H3K9 monomethylation, AlphaScreen, 2 h; Q96KQ7; Potency, µM (series often up to 102 µM), without a hit: at the highest dose activity, negative = inhibition, most hits filed as inhibitors; 350,000 compounds, 8.8% hits; AID 504332; note: % is set by controls: 0 for no effect and ±100 for the full control effect; nearly all actives have a fitted effect of over 75% in size
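G9a (20 nM) was preincubated 15 min with compound, then reacted 2 h at room temperature with 500 nM biotin-H3K9 peptide and 20 µM SAM. Monomethyl-H3K9 detected by AlphaScreen using anti-H3K9me1 antibody.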
POLH inh: inhibitors of human DNA polymerase eta. recombinant Pol eta, fluorescent DNA replication assay. Potency, µM (titrated, usually from 114 µM), without a hit: at the highest dose activity change, negative = inhibition, most hits filed as inhibitors. AID 588591. Q9Y253. 390,000 compounds, 1.2% hits; note: % is set by controls: 0 for no effect and ±100 for the full control effect
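Pol eta (10 nM) was preincubated with compounds for 15 min at room temperature, after which fluorescent replication substrate (50 nM final) was added to start the reaction. Fluorescence was read kinetically at 0 and 10 min.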
BLM helicase inh: inhibitors of human Bloom syndrome helicase BLM. recombinant BLM DNA unwinding, fluorescence dequenching. Potency, µM (series often up to 56.1 µM), for the others: at the highest dose activity change, negative = inhibition, hits mostly inhibitors. 350,000 compounds, 0.2% hits. AID 2528;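 note: plate controls were vehicle for no effect and no enzyme for full effect; nearly all actives have a fitted effect of over 35% in size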
JMJD2A Tudor: blocks the human JMJD2A Tudor domain | AlphaScreen JMJD2A-Tudor / H3K4me3 peptide binding | O75164 | Potency, µM (doses to about 114 µM), inactives show at the top dose activity change, negative = inhibition, hits mostly inhibitors | 390,000 compounds, 4.4% hits; note: % is set by controls: 0 for no effect and ±100 for the full control effect; nearly all actives have a fitted effect of over 50% in size
Target sequence (O75164 whole entry, looked up, the tested form may be a part): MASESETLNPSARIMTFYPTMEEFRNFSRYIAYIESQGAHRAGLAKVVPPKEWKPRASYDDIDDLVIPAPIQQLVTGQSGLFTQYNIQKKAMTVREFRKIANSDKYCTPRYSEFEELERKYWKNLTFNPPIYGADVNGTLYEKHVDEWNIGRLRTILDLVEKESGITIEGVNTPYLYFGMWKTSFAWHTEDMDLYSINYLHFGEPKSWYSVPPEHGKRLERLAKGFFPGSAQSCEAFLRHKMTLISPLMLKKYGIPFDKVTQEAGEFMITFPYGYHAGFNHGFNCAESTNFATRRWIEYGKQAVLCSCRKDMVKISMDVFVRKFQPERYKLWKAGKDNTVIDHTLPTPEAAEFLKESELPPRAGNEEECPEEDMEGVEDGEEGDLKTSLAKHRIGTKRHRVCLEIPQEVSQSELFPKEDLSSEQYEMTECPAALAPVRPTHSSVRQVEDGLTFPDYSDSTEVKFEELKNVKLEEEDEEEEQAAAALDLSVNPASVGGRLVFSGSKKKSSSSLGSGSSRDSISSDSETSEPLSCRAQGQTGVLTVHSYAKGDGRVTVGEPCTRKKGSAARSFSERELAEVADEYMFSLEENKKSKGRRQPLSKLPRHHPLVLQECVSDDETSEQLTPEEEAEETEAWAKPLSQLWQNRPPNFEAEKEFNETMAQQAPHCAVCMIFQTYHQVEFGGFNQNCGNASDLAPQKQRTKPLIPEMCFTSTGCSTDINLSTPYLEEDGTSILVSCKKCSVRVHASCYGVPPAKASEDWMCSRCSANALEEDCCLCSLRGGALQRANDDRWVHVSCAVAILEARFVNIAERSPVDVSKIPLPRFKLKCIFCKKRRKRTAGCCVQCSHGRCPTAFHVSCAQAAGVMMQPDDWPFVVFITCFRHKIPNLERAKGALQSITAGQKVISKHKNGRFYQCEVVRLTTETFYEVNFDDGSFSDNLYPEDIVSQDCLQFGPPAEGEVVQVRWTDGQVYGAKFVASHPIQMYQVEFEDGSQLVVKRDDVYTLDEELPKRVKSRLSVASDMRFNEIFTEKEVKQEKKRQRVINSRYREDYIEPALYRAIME
Pol beta inh: DNA polymerase beta (human) inhibition | Pol beta primer extension/strand displacement, fluorescence kinetic | Potency, µM (doses to about 114 µM), for the others: at the top dose activity change, negative = inhibition, most hits filed as inhibitors | 340,000 compounds, 1.3% hits; note: % is set by controls: 0 for no effect and ±100 for the full control effect
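Pol beta (10 nM) was preincubated with compound for 15 min at room temperature. The reaction was then started with 50 nM substrate and read immediately and after a further 10 min at room temperature.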
APEX1 inh: inhibitors of human APE1 endonuclease; P27695; recombinant APE1, TAMRA/BHQ-2 abasic DNA cleavage fluorescence; Potency, µM (highest dose often 65.8 µM), without a hit: top-dose activity change, negative = inhibition, actives largely listed as inhibitors; 350,000 compounds, 0.35% hits; AID 2517;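 note: plate controls were vehicle for no effect and reference inhibitor for full effect; nearly all actives have a fitted effect of over 55% in size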
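Readout is kinetic fluorescence (ex 525, em 598 nm) from cleavage of 50 nM TAMRA/BHQ-2 THF abasic duplex by 0.75 nM APE1, compound added 15 min beforehand at RT.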
BAZ2B inh: inhibitors of human BAZ2B bromodomain | Potency, µM (doses to about 114 µM), for inactives: at the top dose activity change, negative = inhibition, hits mostly inhibitors | AlphaScreen BAZ2B-H3K14Ac peptide displacement | AID 504333 | Q9UIF8 | 360,000 compounds, 4.4% hits; note: % is set by controls: 0 for no effect and ±100 for the full control effect; nearly all actives have a fitted effect of over 60% in size
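Complex of BAZ2B and biotin-H3K14Ac (50 nM apiece) forms over 30 min at RT, then faces library compounds up to 110 uM for another 30 min; AlphaScreen beads added, 20 min dark incubation, luminescence read.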
* marks the source's active call; other numbers are inactive results; ? = inconclusive; nt = not tested or not shown; & = joins results of further samples; [ ] = remark or other dose. Calls come from the whole dose curve; as a rule, active = well fitted curve in the direction sought with a large enough effect; inconclusive = small, poorly fitted or top-dose-only effect, or another doubt; inactive = no such curve, though single readings can be large; an effect the other way counts as inactive or inconclusive. Potency is the fitted concentration of half-maximal effect. Only part of the results is shown, so the mix of outcomes need not match the whole.

The opening three compounds (preview)
Every second line gives: Pol iota inh	POLK inh	G9a block	POLH inh	BLM helicase inh	JMJD2A Tudor	Pol beta inh	APEX1 inh	BAZ2B inh
- CCCC12C(=O)C(C)(C(c3ccccc3)=C1c1ccccc1)C1C(=O)N(c3ccc(C)cc3)C(=O)C12 (stereo unspecified)
    0%	1%	?	-17%	-13%	?	1%	6%	?
- CCC(=O)Nc1ccc(C)cc1-c1nc2ccccc2n(CC(=O)c2ccc(C)cc2)c1=O
    25%	-7%	?	-12%	-4%	-3%	?	nt	-13%
- CC(CN1CCOCC1)OC(=O)C(C)(c1ccccc1)c1ccccc1 (stereo unspecified)
    ?	-18%	12%[59 µM]	-6%	-4%	14%[11.4 µM]	24%	?	1%

All compounds of this part (from the top)
Every second line gives: Pol iota inh	POLK inh	G9a block	POLH inh	BLM helicase inh	JMJD2A Tudor	Pol beta inh	APEX1 inh	BAZ2B inh
- CCCC12C(=O)C(C)(C(c3ccccc3)=C1c1ccccc1)C1C(=O)N(c3ccc(C)cc3)C(=O)C12 (stereo unspecified)
    0%	1%	?	-17%	-13%	?	1%	6%	?
- CCC(=O)Nc1ccc(C)cc1-c1nc2ccccc2n(CC(=O)c2ccc(C)cc2)c1=O
    25%	-7%	?	-12%	-4%	-3%	?	nt	-13%
- CC(CN1CCOCC1)OC(=O)C(C)(c1ccccc1)c1ccccc1 (stereo unspecified)
    ?	-18%	12%[59 µM]	-6%	-4%	14%[11.4 µM]	24%	?	1%
- CCOC(=O)Cc1csc(NC(=O)c2sc3nc4cc(C)ccc4cc3c2N)n1
    -12%	-23%	71µM*	?	-16%	40µM*	-24%	-1%	13%
- CC(C)c1nn2c(=O)cc(COC(=O)c3ccc4c(c3)OCO4)nc2s1
    9%	-1%	-2%[59 µM]	-15%	5%	-18%	0%	nt	-7%
- CC(C)O/N=C1\C(=O)N(c2ccccc2)c2ccccc21
    31%[activator]	-3%	-5%	-23%	-5%	-5%	-3%	-4%	0%
- Cn1c(=O)n(CC(=O)Nc2ccccc2)c2ccccc21
    3%	-5%	0%[59 µM]	0%	2%	-2%	0%	7%	-6%
- Cn1c(N)c(C(=O)COC(=O)c2cc(-c3ccco3)nc3ccccc23)c(=O)n(Cc2ccccc2)c1=O
    nt	nt	7.9µM*	nt	-28%&-26%	nt	20µM*	?	?
- CC(C)(C)c1ccc(-c2nn(CCC#N)cc2/C=N/O)cc1
    -7%	-15%	6%	4%	-5%	-4%	-8%	-9%	-3%
- CCOc1ccc(CNS(=O)(=O)c2c(C(=O)N3CCC(C)CC3)c(C)n(C)c2C)cc1OC
    37%[activator]	-7%[60.1 µM]	-3%[59 µM]	-15%	1%	-16%	6%	nt	-21%
- Cc1ccc(C)c(NC(=O)Cn2c(=O)n(Cc3ccco3)c(=O)c3oc4ccccc4c32)c1
    5%	-10%	-28%[59 µM]	5%	-5%	-13%	12%	nt	-14%
- CCOC(=O)C1CCCN(C(=O)c2sc3nc(-c4ccc(F)cc4)cn3c2C)C1 (stereo unspecified)
    20%	-5%	-6%[12.7 µM]	-7%	-1%	-24%	-26%	2%	?
- Cc1ccc(C(=O)C(c2ccccc2)N2Cc3ccccc3C2=N)cc1 (stereo unspecified)
    ?	-22%	11µM*	-10%	-8%	28µM*	27%	-2%	32µM*
- CCOc1ccc(NC(=O)CSc2nnc(Cc3ccccc3)c(=O)n2N)cc1
    -2%	0%	-29%	-14%	nt	-14%	nt	12%	-6%
- COc1ccc(N(CC(=O)Nc2ccc(C)c(C)c2)S(=O)(=O)c2ccc(C)cc2)cc1OC
    32%[activator]	-20%	0%[59 µM]	-12%	-1%	-18%	-12%	nt	0%
- Cc1onc(-c2ccccc2)c1C(=O)Nc1nnc(N2CCCCCC2)s1
    27%	4%	23%[59 µM]	-14%	-13%	-19%	-6%	-8%	7%
- Nc1ccc(Sc2ccccc2)nc1
    74%[activator]	-9%	nt	-16%	nt	-15%	nt	nt	nt
- COc1ccc(/C(C)=N/Nc2cccc(C(=O)O)c2)cc1OC
    56%[activator]	-18%	1.4µM*	?	1%	-19%	-24%	?	?
- CC1C/C(=C/c2cccn2C)C(=O)/C(=C/c2cccn2C)C1 (stereo unspecified)
    2%	-7%	?	-14%	-18%	25µM*	-4%	-4%	32µM*
- O=C(NC1CCCCC1)c1cc(S(=O)(=O)N2CCCC2)ccc1Cl
    35%[activator]	-2%	5%	-19%	4%	-17%	-28%	22%	-7%
- Cc1ccc(C)c(NC(=O)NCCN2CCCCC2)c1
    10%	-11%	-9%	-1%	-7%	-5%	29%	26%	-13%
- COc1ccc(N2CCN(C(=O)Cn3cnc4c3c(=O)n(C)c(=O)n4C)CC2)cc1
    111%[activator]	1%	-32%	-18%	-1%	-10%[57.1 µM]	0%	-3%	-16%
- CC1CN(C(=O)Nc2ccc(Br)cc2Cl)CC(C)O1 (stereo unspecified)
    63%[activator]	-6%	-15%	-8%	-7%	-1%[57.1 µM]	11%	13%	-21%
- COc1cc(/C=N/NC(=O)c2cccc(S(=O)(=O)N3CCCC3)c2)cc(OC)c1O
    1%	-10%	14µM*	-12%	nt	-10%	nt	-9%	10%
- COc1ccc(Nc2nc(-c3cccs3)nc3ccccc23)cc1S(=O)(=O)N1CCOCC1
    ?	-24%	nt	-15%	nt	-15%[11.4 µM]	nt	nt	nt
- O=[N+]([O-])c1ccc(Sc2ccccc2)nc1
    -20%	-2%	-4%[59 µM]	-8%	-2%	?	29%	2%	-38%
- CCOC(=O)c1c(NC(=O)C2c3ccccc3Oc3ccccc32)sc(C)c1CC
    -7%	-13%	11%[59 µM]	-10%	-9%	-18%	-2%	nt	-13%
- CCN(c1ccccc1)S(=O)(=O)c1ccc(C(=O)NCCCn2ccnc2)cc1
    31%[activator]	-4%	1%	-12%	-1%	-19%	1%	-1%	-29%
- CC(C)CCn1c(SCc2c(F)cccc2Cl)nc2ccsc2c1=O
    -1%	-4%[60.1 µM]	-1%[59 µM]	1%	-1%	15%	2%	nt	0%
- Cc1c(NC(=O)CC2NC(=O)NC2=O)c(=O)n(-c2ccccc2)n1C (stereo unspecified)
    nt	nt	-2%	nt	-2%	nt	-15%	0%	-14%
- COc1ccccc1CNC(=O)Cn1cc([N+](=O)[O-])ccc1=O
    6%	1%	?	0%	-2%	-2%	38%	-9%	-16%
- Cc1nn(C)c(=O)n1-c1ccc(OCc2ccccc2)cc1
    19%	7%	-35%[12.7 µM]	-2%	2%	-14%	-5%	0%	-6%
- O=C(Nc1cccc(-c2nc3ccccc3[nH]2)c1)c1c(F)cccc1F
    0%	-7%	1%[59 µM]	-12%	-1%	-26%	15%	nt	-7%
- Cc1ccc(NC(=O)N2C3CCCC2CC(NC(=O)C2CC2)C3)cc1 (stereo unspecified)
    25%	-1%	3%	-20%	2%	?	26%	-6%	9%
- Cc1ccc(CN2C(=O)C(=O)N(CC(N)=O)C2=O)cc1
    27%	5%	1%	-12%	-4%	-9%	0%	26%	-14%
- CC(=O)N1CCc2cc(S(=O)(=O)NCCC(=O)NCCc3ccc(C)cc3)ccc21
    6%	-5%	?	9%	-2%	-4%	-6%	4%	7%
- Cc1cc2nc(/C=C/c3cccnc3)[nH]c2cc1C
    18%	-14%	-3%[59 µM]	-19%	-2%	4%	-22%	-2%	-7%
- CN(C)CCNC(=O)CCCN1C(=O)c2cccnc2Oc2ccc(Cl)cc21
    10%	-3%	-6%[59 µM]	-25%	-7%	6%	-16%	nt	-2%
- Nc1ccc(Sc2ccccc2CC(=O)O)cc1
    nt	nt	?	nt	1%	nt	-16%	8%	-5%[57.1 µM]
- CC(C)C(=O)Nc1cccc(C(=O)Nc2ccc(S(=O)(=O)N3CCOCC3)cc2)c1
    116%[activator]	-8%	19%	-15%	5%	-17%	0%	12%	2%
- CN1CCN(c2ccc(NC(=O)c3ccc4c(c3)OCCO4)cc2Cl)CC1
    -10%	-2%	nt	-1%	6%	-14%	-21%	9%	-38%
- Cc1ccc([N+](=O)[O-])cc1NC(=O)C1CCCC1
    17%	2%	nt	-4%	-4%	1%	16%	8%	5%
- CCN(CC)S(=O)(=O)c1ccc(NC2CCN(Cc3ccccc3)CC2)nc1
    -3%	-6%	1%	-19%	3%	-11%	36%	-8%	-5%
- CCn1cc(/C=C2/SC(=S)NC2=O)c(C)n1
    6%	-16%	?	-1%	-1%	-14%	1%	0%	-36%
- O=C(CNS(=O)(=O)c1ccc2ccccc2c1)OCc1nnc(-c2ccccc2)o1
    12%	0%	22µM*	-8%	-1%	-10%	2%	1%	-2%
- Cc1ccc(/C=N/NC(=O)CSc2nc3ccccc3[nH]2)o1
    ?	0%	45µM*	-11%	-11%	-25%	38%	-6%	?
- CC1CCC/C(=C\Nc2ccc(C(=O)O)c(O)c2)C1=O (stereo unspecified)
    35%[activator]	-7%	45µM*	?	-1%	-24%	-21%	-4%	-13%
- Cc1ccc(NC(=O)CSc2ncn[nH]2)c([N+](=O)[O-])c1
    1%	-7%	nt	-14%	nt	-24%	nt	21%	nt
- CN(C)/C=C/C(=O)c1ccncc1
    15%	-3%	9%	-13%	0%	-1%	-10%	2%	2%
- CCNC(=S)N(Cc1cc2c(C)ccc(C)c2[nH]c1=O)C1CCCC1
    1%	-12%	8%	7%	-3%	-9%	-1%	0%	-15%
- Cc1nc2cc(NS(=O)(=O)c3cccc4cccnc34)ccc2s1
    37%[activator]	-5%	nt	-11%	-2%	-10%	27%	-5%	7%
- CC(C)Cc1nnc(NC(=O)CCC(=O)N2CCN(c3ccccc3)CC2)s1
    ?	6%	21%	-15%	0%	-6%	8%	30%	-8%[57.1 µM]
- CCCCN1CC(=O)N2[C@@H]3c4cc(Br)ccc4OC[C@@H]3[C@H](C(=O)OCC)[C@]2(C)C1=O
    -1%	-7%	nt	-6%	nt	-28%	nt	nt	nt
- N#Cc1ccccc1S(=O)(=O)N1CCN(C(=O)c2cc3c(s2)CCC3)CC1
    ?	?	35µM*	20µM*	nt	?	nt	5.3µM*	?
- CCCCC(O)CN1CCC(c2ccccc2)CC1 (stereo unspecified)
    6%	-11%	21%[12.7 µM]	9%	-4%	3%	6%	4%	11%
- O=C1NCCCc2nonc21
    -10%	3%[60.1 µM]	13%	-1%	-4%	-3%	2%	8%	-5%

Bioassay records deposited in PubChem BioAssay by National Center for Advancing Translational Sciences (NCATS).
